AID inh = Primary qHTS assay for inhibitors of Activation Induced Cytidine Deaminase (AID): AID signal; Potency, µM (highest dose often 115 µM), for inactives: top-dose activity change, negative = inhibition, hits mostly inhibitors; 91,000 compounds, 0.32% hits; AID deamination FRET fluorescence, UDG-coupled, 4 h; further: nearly all actives have a fitted effect of over 25% in size
Target sequence (Q9GZX7 whole entry, looked up): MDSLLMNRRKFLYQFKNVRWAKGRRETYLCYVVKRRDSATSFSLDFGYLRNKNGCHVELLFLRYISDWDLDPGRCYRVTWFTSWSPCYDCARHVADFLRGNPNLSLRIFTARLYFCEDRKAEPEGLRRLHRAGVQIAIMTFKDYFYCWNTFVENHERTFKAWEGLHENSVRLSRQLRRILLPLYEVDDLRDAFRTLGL
UDG counter = Primary qHTS assay for inhibitors of Activation Induced Cytidine Deaminase (AID): UDG Counterscreen signal; Uracil-DNA glycosylase; FRET deamination/UDG coupled assay, UDG read, 4 h; Potency, µM (titrated, usually from 115 µM), inactives show at the top dose activity change, negative = inhibition, most hits filed as inhibitors; 91,000 compounds, 0.14% hits; AID 1347430, 2020; further: nearly all actives have a fitted effect of over 65% in size
* = called active by the depositor; ? = inconclusive; [ ] = dose if it differs, or a comment. The call rests on the fitted dose curve; in most records, active means well fitted curve in the direction sought with a large enough effect; inconclusive means small, poorly fitted or top-dose-only effect, or another doubt; inactive means no such curve, though single readings can be large; an effect the other way counts as inactive or inconclusive. On the % scale 0 is the no-effect control and ±100 the full control effect; potency means the concentration at half of the fitted maximal effect.

Each structure is followed by: AID inh, UDG counter
Cc1ccc(N(CC(=O)Nc2ccc(C)c(F)c2)S(=O)(=O)c2c(C)n[nH]c2C)cc1
 : 1%, -8%
CSc1ccc(NC(=O)Nc2cc(F)ccc2F)cc1
 : -18%, -6%
Cc1ccccc1-c1nc(CS(=O)(=O)CC(=O)N2CCN(c3ccccc3)CC2)c(C)o1
 : ?, -11%
CCOc1ccccc1CNS(=O)(=O)c1ccc2[nH]c(=O)ccc2c1
 : 12%, -3%
Cc1ccc(-c2cnc(CCC(=O)NC3=NCCS3)o2)cc1C
 : 0%, -2%
CCC(C)Sc1nc2c(c(=O)n(C)c(=O)n2C)n1Cc1ccccc1Cl (stereo not drawn)
 : -7%, -16%
O=C(NC1(C(F)(F)F)N=C(c2ccccc2)N(Cc2ccco2)C1=O)c1ccccc1 (stereo not drawn)
 : -12%, ?
O=C(Nc1nn2c(-c3ccccc3)nnc2s1)c1ccccc1F
 : -8%, 2%
CCc1ccc(NC(=O)c2ccc(OCc3ccccc3)cc2)cc1
 : -4%, -6%
CCn1c(=O)cc(SCC(=O)NCCc2cc(OC)ccc2OC)c2ccccc21
 : -8%, -9%
COc1ccccc1CC(=O)Nc1ccc2c3c(cccc13)CC2
 : 0%, -19%
CC(Oc1ccc(-c2ccc(C#N)cc2)cc1)c1ccc(F)cc1 (stereo not drawn)
 : -9%, 0%
Cc1cccc(-n2cc(-c3ccccc3)c3c(N4CCC(C)CC4)ncnc32)c1
 : ?, -4%[57.5 µM]
COc1ccc(CNc2ncnc3c2cnn3-c2ccc(Cl)cc2)cc1
 : 22%, 16%
CNC(=O)C1CCN(C(=O)N2CC(C)Oc3ccc(Cl)cc32)CC1 (stereo not drawn)
 : -13%, 7%
COc1ccccc1CNc1ncnc2c1c(-c1ccccc1)cn2-c1cccc(C)c1
 : 1%, -7%[57.5 µM]
O=S(=O)(c1ccc(=S)[nH]n1)C1CCCCC1
 : 3%, 1%
CC(C)Cn1c(SCC(=O)Nc2ccc(Cl)cn2)nc2ccccc21
 : -14%, -9%
Cc1cccc(N(C)S(=O)(=O)c2cc(-c3cnc(C4CC4)o3)ccc2C)c1
 : ?, 79µM*
COc1cc(OC)c(C(=O)Oc2ccc(C#N)cc2OC)cc1OC
 : 1%, -9%
OB1Oc2ccccc2-c2ccccc21
 : -5%, -5%
Cc1ccc(CCNC(=O)c2ccc3c(c2)N(Cc2cc(C)ccc2C)C(=O)c2ccccc2S3=O)cc1 (stereo not drawn)
 : ?, -10%
COc1cc(C2CC(=O)Nc3c(-c4ccc(C)cc4)csc32)ccc1OCC(N)=O (stereo not drawn)
 : -11%, 6%
O=c1[nH]c(=O)n([C@H]2C[C@H](O)[C@@H](CO)O2)cc1Br
 : -2%, 1%
Cc1ccc(CN(CC(=O)NC(N)=O)C2CC2)cc1
 : -1%, 11%
CCOc1ccc(Nc2nc3ccccc3n3c(CC)nnc23)cc1
 : -27%, -11%
Cc1ccc(C(=O)N/N=C/c2cccnc2)s1
 : -5%, -12%
CCCSc1nc2c([nH]c3ccccc32)c(=O)n1C
 : -16%, -1%[57.5 µM]
CCS(=O)(=O)N1CCc2cc(C(=O)N3CCN(c4ccccc4)CC3)ccc21
 : 9%, ?
CCOc1ccc(-n2c(=O)c3c4c(sc3n(CC(=O)NC(C)CC)c2=O)CCCCC4)cc1 (stereo not drawn)
 : 6%, 0%

A different layout for some results above.
| structure | AID inh | UDG counter |
| --- | --- | --- |
| CCOc1ccccc1CNS(=O)(=O)c1ccc2[nH]c(=O)ccc2c1 | 12% | -3% |
| Cc1ccc(-c2cnc(CCC(=O)NC3=NCCS3)o2)cc1C | 0% | -2% |
| CCC(C)Sc1nc2c(c(=O)n(C)c(=O)n2C)n1Cc1ccccc1Cl (stereo not drawn) | -7% | -16% |
| O=C(NC1(C(F)(F)F)N=C(c2ccccc2)N(Cc2ccco2)C1=O)c1ccccc1 (stereo not drawn) | -12% | ? |
| O=C(Nc1nn2c(-c3ccccc3)nnc2s1)c1ccccc1F | -8% | 2% |
| CCc1ccc(NC(=O)c2ccc(OCc3ccccc3)cc2)cc1 | -4% | -6% |

The results go on:
Each structure is followed by: AID inh, UDG counter
O=C(Cn1ccc2c(Br)cccc21)N1CCCC1
 : -13%, -8%
Cc1ccc2[nH]c3c(c2c1)CCCC3NCC12CC3CC(CC(C3)C1)C2 (stereo not drawn)
 : -8%, 6%
CC1Cc2ccccc2N1C(=O)CSc1nnc(-c2ccccc2Cl)o1 (stereo not drawn)
 : -9%, 28%
N#Cc1c(SCCN2CCCCC2)nc(N2CCOCC2)c2c1CCCC2
 : -14%, -4%
O=C(NCc1ccc2c(c1)CCN2C(=O)c1ccccc1)Nc1cccc(C(F)(F)F)c1
 : ?, -23%[57.5 µM]
COc1ccc(OC)c(CCNC(=O)c2csc3c2CCCCC3)c1
 : 2%, 18%
CSc1ccc(CC2C(=O)Nc3ccccc32)cc1 (stereo not drawn)
 : -9%, -8%[57.5 µM]
Cc1ccc(-c2nn3c(=O)cc(CN4CCN(C(=O)Nc5cc(Cl)ccc5C)CC4)nc3s2)cc1
 : 25%, -26%
COc1ccc2cc(C(=O)N3CCN(Cc4ccccc4)CC3)c(C)nc2c1
 : 4%, -3%
N#CCN1CCNCC1
 : -5%, -2%
CC(C)=CC(=O)Nc1ccc2c(c1)Cc1ccccc1-2
 : -3%, -3%
CN(C(=O)CN1C(=O)CCSc2ccc(S(=O)(=O)N3CCCC3)cc21)c1ccccc1
 : 3%, 1%
COc1ccc(NC(=O)c2cnc[nH]2)cc1
 : 14%, 3%
N#CC1(NC(=O)c2csc(-c3cccc(Cl)c3)n2)CCC1
 : -4%, -9%
O=C(/C=C/c1ccc(F)cc1)c1ccc(O)cc1
 : -14%, -9%
CCC12CN(CC#N)CC(CC)(CN(CC#N)C1)C2=O
 : -3%, -2%
COc1ccc(N2CCN(C(CNC(=O)C(=O)NCc3ccc(C)cc3)c3cccnc3)CC2)cc1 (stereo not drawn)
 : 32%[activator], -14%
CCN(CC)S(=O)(=O)c1ccc(N(C)CCOc2ccc(Br)cc2)nc1
 : -11%, -13%
N#Cc1ccc(NCCNC(=O)c2nccnc2N)nc1
 : -10%, -7%
Cc1cccc(NC(=O)c2cc(-c3ccc4c(c3)OCCO4)on2)c1
 : -1%, 35%[activator]
O=C(Cc1n[nH]c(=O)c2ccccc12)N1CCN(c2ccccc2F)CC1
 : -4%, -6%
c1ccc2c(NC34CC5CC(CC(C5)C3)C4)nc(N3CCCC3)nc2c1
 : ?, -12%
COCCCNC(=O)c1sc2nc(C)c(C(=O)Nc3ccc(C)cc3C)c(-c3ccc(Cl)cc3)c2c1N
 : 4%, 15%
Cc1cccc(Nc2nn3c(=O)c4cc5c(cc4nc3s2)OCO5)c1
 : 30%, 32%[activator]
COc1ccccc1OC(=O)COc1ccc(C)cc1Br
 : -6%, -1%
COc1ccc2nc(N(Cc3cccnc3)C(=O)c3ccc(Cl)cc3)sc2c1
 : 7%, -2%
CC(C)Oc1ccc(C(=O)Nc2nonc2-c2ccc(OC(C)C)cc2)cc1
 : -3%, -6%[57.5 µM]
N#Cc1ccc(NC(=O)NCCNc2ccccn2)cc1
 : -1%, 9%
COc1ccc(C(=O)CC2(O)C(=O)N(Cc3ccccc3)c3ccc(Br)cc32)cc1 (stereo not drawn)
 : 5%, 44%[activator]
CN(Cc1cccc(F)c1)C(=O)NC1CCCC(C(F)(F)F)C1 (stereo not drawn)
 : -9%, -11%
COc1cccc2c1ccn2CC(=O)NCC1CCC(C(=O)O)CC1 (stereo not drawn)
 : 14%, 9%
Cc1cc(C)cc(NS(=O)(=O)c2ccc3c(c2)NC(=O)C(C)S3)c1 (stereo not drawn)
 : 0%, 5%
CCOc1ccccc1CNC(=O)c1ccc(-n2c(C)cc3c2CCC(C)C3)cc1 (stereo not drawn)
 : -5%, -7%
Cc1cc(=O)n(Cc2c(F)cccc2Cl)c2c1c(C)nn2C
 : ?, -15%
Cc1ccccc1Cn1c(CN2CCC(C(=O)NCCN(C)C)CC2)cc2ccccc21
 : 14%, -5%
CN(/C=C/C(=O)C(F)(F)F)c1ccccc1C(=O)O
 : 5%, 6%
CCOc1ccc(S(=O)(=O)[C@H]2CS(=O)(=O)C[C@@H]2N2CCN(c3ccc(F)cc3)CC2)cc1
 : 7%, -7%
COc1ccc(C(NC(=O)Cc2n[nH]c(=O)c3ccccc23)c2ccccc2)cc1 (stereo not drawn)
 : -2%, -3%
Cc1ccc2c(c1)C(c1ccccc1)N(C(=O)c1ccccc1F)CC(=O)N2 (stereo not drawn)
 : -19%, -8%
COc1ccc(C(=O)c2cn(Cc3ccccc3F)c3cc4c(cc3c2=O)OCCO4)cc1OC
 : ?, 6%
COc1ccc(CCNC(=O)c2ccc3c(c2)N(Cc2cc(C)ccc2C)C(=O)c2ccccc2S3=O)cc1OC (stereo not drawn)
 : -10%, -23%
COc1cc(Cl)c(NS(=O)(=O)c2ccc3[nH]c(=O)ccc3c2)c(OC)c1
 : -28%, -12%
Cc1ccc(-c2nc3ccccn3c2Nc2ccc3c(c2)OCO3)o1
 : 5%, -15%
Cc1ccc(S(=O)(=O)c2cn(Cc3cccc(C)c3)c3cc4c(cc3c2=O)OCO4)cc1
 : -1%, -11%
Cc1nc(S(=O)(=O)N2CCN(c3cccc(Cl)c3)CC2)cn1C
 : 11%, -7%
CCNc1oc(/C=C/c2ccc(OC)c(OC)c2)nc1C#N
 : -7%, -5%
Cc1c(Cl)cccc1NC(=O)COC(=O)c1nn(C)c(=O)c2ccccc12
 : -5%, 3%
CC(=O)c1cc(-c2ccc(F)cc2)n(CC(=O)NC(C)c2ccccc2)c1C (stereo not drawn)
 : 4%, -11%
CCOC(=O)c1c(C)n(-c2ccc(OC)cc2)c2ccc(OC(=O)COc3ccccc3)cc12
 : 3%, 0%
CCOc1ccc(C(=O)N(Cc2cc(OC)c(OC)c(OC)c2)c2ccccn2)cc1
 : -13%, ?
Cc1ccc(NS(=O)(=O)c2ccc(-c3coc(C)n3)cc2)c(Cl)c1
 : 3%, 5%
CC(C)(C)OC(=O)N1CCC(c2c(C(=O)N3CCN(c4ncccn4)CC3)cnn2-c2ccc(F)cc2)CC1
 : -20%, -8%
COC(=O)c1ccc(NC(=O)Cn2cnc3c2c(=O)n(C)c(=O)n3C)cc1
 : -3%, 0%
COc1ccc(CN(C)S(=O)(=O)c2nnc(NC(=O)C(C)C)s2)cc1OC
 : 6%, -16%
CC(C)NC(=O)NC(=O)CN(C)C1CCCCC1
 : -2%, 0%
O=C(Nc1ccc(F)cc1)c1ccc(-n2cnnc2)cc1
 : 20%, -14%
Cc1ccc(C)c(Cn2c(=O)n(CC3CCC(C(=O)N4CCOCC4)CC3)c(=O)c3sccc32)c1 (stereo not drawn)
 : ?, -3%
CCN(CC)C(=O)c1c(NC(=O)c2ccccc2F)sc2c1CCC(C(C)(C)C)C2 (stereo not drawn)
 : -16%, -5%
Cc1ccc(N)c(OCC(F)F)c1
 : 2%, 0%
O=C(/C=C/c1cccc(C(F)(F)F)c1)c1cc(Cl)ccc1Cl
 : -4%, -14%

Additional compounds:
Each structure is followed by: AID inh, UDG counter
O=C(NCc1cccnc1)c1ccc(C2CCCCC2)cc1
 : -10%, -8%
CCC(C)c1ccc(NC(=S)NNC(C)=O)cc1 (stereo not drawn)
 : -2%, 4%
COc1cccc(-c2c(NC(=O)c3cccc([N+](=O)[O-])c3)oc3ccc(Cl)cc3c2=O)c1
 : 5%, -7%
CCC1CCCCN1C(=O)Cn1c(=O)cc(C(F)(F)F)c2c(C)nn(C)c21 (stereo not drawn)
 : ?, 0%
COc1ccc(-c2cc(C)no2)cc1S(=O)(=O)N1CCOc2ccccc21
 : -2%, -6%
Cc1scc(-c2ccccc2)[n+]1C
 : 4%, 5%
CC(C)c1cccc(C(C)C)c1NC(=O)c1ccccc1Sc1ccccc1C#N
 : 10%, 10%
COC(=O)c1ccccc1NC(=O)c1ccc2c(c1)CCN2S(=O)(=O)c1ccc(C)cc1
 : -25%, -7%
Clc1ccc(C=Nc2ccc(Cl)c(Cl)c2)cc1Cl
 : 8%, -12%
O=C(CSCc1ccc(F)cc1)N1CCN(c2ccc(Cl)cc2)CC1
 : 1%, -13%[57.5 µM]
C=CCOc1cccc(CNCC)c1
 : -5%, 3%
CCN(CCCNC(=O)c1cc2cc3ccc(C)cc3nc2s1)c1ccccc1
 : 59%[activator], -10%
COc1cccc(OCCn2c(-c3ccc(Br)cc3)nc3ccccc3c2=O)c1
 : -14%, -4%
c1ccc(N2CCN(CCNCC3CNc4ccnn4C3)CC2)cc1 (stereo not drawn)
 : -7%, -6%
O=C(O)/C=C/c1ccc(O)c(O)c1
 : 2%, -8%
CNC(=O)C1CCC(Cn2c(=O)c3sccc3n(CC(=O)NCc3ccc(F)cc3)c2=O)CC1 (stereo not drawn)
 : -12%, 6%
Cc1ccc(-c2noc(CSc3nnc(Cc4ccccc4)n3-c3cccc(C)c3)n2)cc1
 : ?, ?
C=CCOc1ccc(C(=O)Nc2ccccc2-c2ccccc2)cc1
 : -13%, -12%
O=C(CSc1cn(Cc2ccc(F)cc2)c2ccccc12)N1CCCCCC1
 : -25%, -1%
COc1ccccc1CNS(=O)(=O)c1ccc(N2CCCCS2(=O)=O)cc1
 : -1%, 8%
CCCCCCc1ccc(/C(C)=C/C(=O)O)cc1
 : ?, 3%
CCCN1C(C(=O)c2ccccc2)=C(OC(=O)COc2ccc(C)cc2)c2ccccc2S1(=O)=O
 : 3%, 6%
Cc1ccc(C(NC(=O)CSc2nnnn2C2CCCCC2)c2cccs2)cc1 (stereo not drawn)
 : -13%, -3%

Compound activity from PubChem BioAssay.

Only part of the results is shown; the hit share may differ from the screen's.
